Screening results (PubChem)
PAX8 reporter = inhibitors of PAX8-driven TPO luciferase reporter, primary screen, RMG-I cells, single concentration; inhibition, % at 12.6 µM; AID 652154, 2013; SteadyGlo, 24 h; actives 1.2% (n = 360,000);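 active = mean replicate inhibition at least 60% with every replicate also reaching 60%; inconclusive = only one of the two criteria is met; inactive = mean below 60% and not all replicates reaching 60%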;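 also: luciferase light reporting Pax8 driven TPO promoter activity; plate controls were median of neutral control wells for no effect and mitoxantrone controls for full effect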
INS-1E GSIS act = GLuc luminescence reporter in INS-1E cells, primary screen for activators of glucose-dependent secretion of insulin. INS-1E GLuc reporter insulin secretion, 2-3 h. activation, % at 16.6 µM. actives 0.61% (n = 370,000);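 active = lowest replicate activation of at least 40%, so every replicate reaches that level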;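 also: 0% = median of neutral control wells and 100% = median of IBMX positive control wells; some compounds called inactive have numbers as strong as hits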
miR122 inh = miR-122 Renilla sensor signal increase in Huh7, primary screen, miR-122 inhibitor project, cell-based, single point, plate reader | actives 0.3% (n = 340,000) | AID 602342, 2012 | Huh7 miR-122 Renilla luciferase sensor, 48 h; neutral wells = 0, positive control = 100 | activation (reporter increase), % at 12.5 µM;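 active = mean replicate activation score at least 90 and every replicate individually at or above 90; inconclusive = only one of the two criteria met; inactive = neither criterion met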;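 also: higher luciferase means less miR-122 activity so hits act as miR-122 inhibitors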
F508del corr = F508del CFTR correction, initial screen, CFBE line, single point; CFBE cells, YFP halide quenching; stimulated with forskolin plus potentiator P3; % fluorescence drop versus neutral controls; activity (quench increase), % at 7.58 µM; actives 0.36% (n = 350,000); AID 720511, 2013;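 active = mean added fluorescence quench of at least 8% versus neutral control, with both replicates also reaching 8%; inconclusive = only one of the mean or replicate conditions met; inactive = mean below 8% and not both replicates reaching 8%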;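 also: cells transiently co-express mutant CFTR-F508del with the halide-sensitive YFP; corrector assay measuring rescue of mutant channel to the surface after 24 h compound exposure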
FN deposition inh = inhibitors of fibronectin matrix deposition, primary screen, AH1F cells, Alexa488-fibronectin fluorescence, plate reader | AH1F fibroblasts, overnight | inhibition, % at 12.6 µM | actives 0.086% (n = 350,000) | AID 743247, 2014;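 active = mean inhibition across replicates of 30% or more, regardless of how many single replicates reach that level; inconclusive = mean under 30% yet at least half of replicates reach 30%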;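 also: positive control wells lacked labelled fibronectin entirely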
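Schedule: 1 h cell adhesion before compound, then overnight fibronectin incubation; test system: AH1F fibroblast monolayer depositing Alexa488-labelled fibronectin into matrix; quantity: 10000 AH1F cells per well; probe or stimulus: fluorescent fibronectin at 24 nM final; signal: fluorescence, ex 485 nm, em 525 nm; evaluation: percent inhibition as loss of matrix-bound fibronectin fluorescence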
EWS-Fli block = EWS/Fli-driven NR0B1 reporter inhibitors, primary screen, A673 cells, NR0B1 luciferase, luminescence, MLPCN library; viability-normalised; inhibition, % at 12.6 µM; actives 0.67% (n = 350,000); AID 651661, 2012;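 active = mean inhibition of at least 50% after viability correction, with every replicate also passing that limit; inconclusive = mean reaches 50% but only one of two replicates passes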;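 also: firefly luciferase signal divided by Alamar Blue viability fluorescence both relative to DMSO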
DENV2 CPE = inhibitors of DENV2 cytopathic effect, primary screen, cell-based, plate reader, single concentration; DENV2-infected cells, cytopathic effect rescue; actives 1.7% (n = 350,000); AID 651640, 2012; CPE inhibition, % at 9.99 µM; in the data active = CPE inhibition above about 20%, passing the limit was not always enough; inconclusive = no clear call, values can overlap the other calls; tested in BHK-21 cells;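 also: 0% = median of neutral control wells and 100% = median of positive control wells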
Starred values were filed as active, the others as inactive; ? = inconclusive; . = not tested or not shown; [ ] = another dose, or the depositor's remark. This is a random part of the collection; any-hit rate near 3.9%.

(1) Cc1noc(C)c1COc1ccccc1C(=O)N1CCN(c2cccc(C(F)(F)F)c2)CC1
(2) C=CCC(C(=O)c1ccccc1)[N+](C)(C)CC=C (stereo not drawn)
(3) O=C(NCc1ccccc1)C(c1ccncc1)N(C(=O)c1ccccn1)c1ccccc1 (stereo not drawn)
(4) CCOC(=O)c1ccc(NC(=O)c2nc[nH]c2C(=O)NCC(=O)OC(C)(C)C)cc1
(5) O=C(NCCCN1CCOCC1)C(=O)NCC1CCCO1 (stereo not drawn)

assay / compound	1	2	3	4	5
PAX8 reporter	22	-6	-94	3	-21
INS-1E GSIS act	-61	0	12	-13	21
miR122 inh	18	3	-4	-2	-2
F508del corr	-4.7	1.7	0.4	1.2	.
FN deposition inh	13	2	-2	-5	5
EWS-Fli block	64*	-10	-52	-2	.
DENV2 CPE	-4	4	4	.	.

(6) COc1ccc2c3c([nH]c2c1)[C@@H](CO)N(S(=O)(=O)c1ccc(C)cc1)CC31CN(Cc2ccccc2)C1
(7) COc1ccc(N2CCN(C(=O)CCS(=O)(=O)c3ccc4c(c3)NC(=O)CO4)CC2)cc1
(8) CC(C)(C)OC(=O)C[C@@H]1C/C=C\C[C@@H](CC(=O)N[C@H](CO)Cc2ccccc2)C(=O)NC[C@H](c2ccccc2)OC1=O
(9) COc1ccccc1CNC(=O)C1CCCN(c2cnccn2)C1 (stereo not drawn)
(10) COc1ccc(CCn2nnnc2CN2CCN(C(=O)c3ccco3)CC2)cc1OC

assay / compound	6	7	8	9	10
PAX8 reporter	.	5	-10	15	10
INS-1E GSIS act	-19	7	-12	8	24
miR122 inh	.	-3	0	.	-2
F508del corr	-0.6	0.3	0.2	-1.2	2.1
FN deposition inh	-13	4	2	12	7
EWS-Fli block	-7	.	2	1	2
DENV2 CPE	2	1	-6	6	-2

(11) C[C@@H]1CCCCO[C@@H](CN(C)S(=O)(=O)c2ccc(Cl)cc2)[C@@H](C)CN([C@H](C)CO)C(=O)c2cc(NC(=O)c3ccncc3)ccc2O1
(12) COc1ccc(NC(=O)N[C@@H]2CC[C@H](CCNS(=O)(=O)c3cccc(Cl)c3)O[C@@H]2CO)cc1
(13) O=C1c2cccc3c2N(CCC3)C(=O)C1(F)c1ccccc1 (stereo not drawn)
(14) Cc1ccc(NC(=O)CCc2nnc3ccc(NCc4ccco4)nn23)nc1
(15) Cc1ccc(S(=O)(=O)N(C)Cc2ccc(C(=O)N/N=C/c3ccc(OC(F)F)cc3)cc2)cc1

assay / compound	11	12	13	14	15
PAX8 reporter	-31	5	13	6	3
INS-1E GSIS act	-6	-13	4	19	-1
miR122 inh	6[16.7 µM]	.	-1	-7	-2
F508del corr	0.2	-3.8	-1.0	0.0	-3.6
FN deposition inh	-6	-2	8	26	-1
EWS-Fli block	5	0	0	12	-1
DENV2 CPE	.	-3	4	2	-4

(16) C[C@H]1CN([C@@H](C)CO)C(=O)c2cc(NC(=O)Cc3cn(C)c4ccccc34)ccc2O[C@H]1CN(C)Cc1ccncc1
(17) COc1cccc(CNC(=O)[C@@H]2[C@@H](CO)[C@@H]3Cn4c(cccc4=O)[C@H]2N3C(=O)C2CCCC2)c1
(18) CCc1ccc(NC(=O)Cn2nc(C(F)(F)F)c3c2CCC3)cc1
(19) CCN(CC)S(=O)(=O)c1ccc(C(=O)OCC(=O)NCCN2C(=O)CSC2=O)cc1
(20) COc1ccc(NC(=O)CN(c2cc(C)cc(C)c2)S(=O)(=O)c2c(C)noc2C)cc1OC

assay / compound	16	17	18	19	20
PAX8 reporter	35	14	2	1	5
INS-1E GSIS act	-18	13	.	5	-25
miR122 inh	-2[16.7 µM]	.	-6	1	-8
F508del corr	2.4	1.4	.	-0.1	-1.9
FN deposition inh	.	5	7	1	-9
EWS-Fli block	.	-6	.	7	6
DENV2 CPE	-7	8	.	?	-4

A second format for 2 compounds above:
Sequence of screens: PAX8 reporter, INS-1E GSIS act, miR122 inh, F508del corr, FN deposition inh, EWS-Fli block, DENV2 CPE
(20) COc1ccc(NC(=O)CN(c2cc(C)cc(C)c2)S(=O)(=O)c2c(C)noc2C)cc1OC
    5, -25, -8, -1.9, -9, 6, -4
(16) C[C@H]1CN([C@@H](C)CO)C(=O)c2cc(NC(=O)Cc3cn(C)c4ccccc34)ccc2O[C@H]1CN(C)Cc1ccncc1
    35, -18, -2[16.7 µM], 2.4, ., ., -7

(continued)
(21) O=C(NNC(=O)c1cncc(Br)c1)c1ccncc1
(22) COCCN1C[C@@H](CO)O[C@@H](n2cnc3c(NC4CCCC4)ncnc32)C1
(23) Cc1c(CCOC(=O)c2ccccc2)sc[n+]1Cc1ccccc1
(24) C[C@@H]1CN([C@@H](C)CO)C(=O)c2c(c3ccccc3n2C)-c2ccccc2CO[C@@H]1CN(C)C(=O)CCC(F)(F)F
(25) FC(F)(F)c1cccc(Cn2nnnc2-c2cc(Cl)cc(Cl)c2)c1

assay / compound	21	22	23	24	25
PAX8 reporter	-8	-1	12	-2	.
INS-1E GSIS act	7	.	.	-10	-45
miR122 inh	6	-10	20	.	89
F508del corr	1.8	-1.3	.	2.2	-2.7
FN deposition inh	5	-4	-6	-14	.
EWS-Fli block	-4	-5	3	8	5
DENV2 CPE	-2	1	0	-1	.

(26) O=C(O)c1cccc2c1-c1ccc(Cl)cc1C2
(27) CN1CCN(C(=O)C[C@H]2CC[C@H]3[C@@H](COC[C@H](O)CN3C(=O)C3CCCC3)O2)CC1
(28) COc1cccc(NC(=O)c2c(F)cccc2F)c1
(29) CCCN(CC(=O)Nc1ccccc1OC)C(=O)c1ccccn1
(30) Cc1cc(C)c(C)c(S(=O)(=O)N2CCNCC2)c1C

assay / compound	26	27	28	29	30
PAX8 reporter	-10	2	-116	-1	-2
INS-1E GSIS act	10	6	11	15	-3
miR122 inh	3	3[16.7 µM]	-4	0	-2
F508del corr	1.3	-3.8	0.8	-6.0	2.8
FN deposition inh	4	4	4	2	-3
EWS-Fli block	4	2	-71	12	8
DENV2 CPE	-3	17	-7	-2	10

(31) FCCCOc1ccc(-c2nccc(-c3ccccn3)n2)cc1
(32) COc1ccccc1NS(=O)(=O)c1cc(NC(=O)CCNC(C)=O)ccc1C
(33) CCCN1CCC(NC(=O)Nc2ccc(Br)cc2)CC1
(34) CN1CCN(c2ccncc2S(=O)(=O)N2CCCC2)CC1
(35) C[C@H](NC(=O)C[C@H]1CC[C@@H]2[C@H](COC[C@@H](O)CN2C)O1)c1ccccc1

assay / compound	31	32	33	34	35
PAX8 reporter	-12	3	-16	-9	-1
INS-1E GSIS act	7	9	-6	5	7
miR122 inh	-6	5	-13	-6	-1[16.7 µM]
F508del corr	-1.3	1.5	.	-2.3	0.2
FN deposition inh	0	-6	2	4	3
EWS-Fli block	-22	1	7	7	1
DENV2 CPE	-3	-1	-4	10	0

(36) O=C(NC1Cc2ccccc2C1)[C@H]1[C@H](CO)[C@H]2Cn3c(cccc3=O)[C@@H]1N2Cc1ccccc1F
(37) Cc1nnc(Sc2cc(NCCCO)c([N+](=O)[O-])c3nonc23)s1
(38) Cc1nc2nc(C)c(NS(=O)(=O)c3ccc(C(C)(C)C)cc3)c(=O)n2[nH]1
(39) C/C=C/c1cnc2c(c1)C(=O)N([C@@H](C)CO)C[C@@H](C)[C@H](CN(C)C(=O)Nc1ccc(C(F)(F)F)cc1)O2
(40) Cc1ccc(-n2c(C)cc(/C=N\NC(=O)CC(=O)NC(C)C)c2C)cc1

assay / compound	36	37	38	39	40
PAX8 reporter	10	75*	-10	.	9
INS-1E GSIS act	-3	75*	0	-3	-33
miR122 inh	1[16.7 µM]	.	-7	18[16.7 µM]	.
F508del corr	0.4	-9.0	-0.8	1.0	.
FN deposition inh	.	-3	5	.	1
EWS-Fli block	5	2	6	9	4
DENV2 CPE	-4	7	5	-2	2

(41) COC(=O)c1ccccc1S(=O)(=O)N1CCC(C(=O)OC(C)C(=O)NC(N)=O)CC1 (stereo not drawn)
(42) O=C(O)c1ccc(/C=N/Nc2ccc(C(F)(F)F)cn2)cc1
(43) CCCN1C[C@H](C)[C@@H](OC)CN(C)C(=O)c2cc(NC(=O)c3cccc(F)c3)ccc2OC[C@H]1C
(44) COc1ccc(CSc2nc(C)cc(C)c2S(C)(=O)=O)cc1
(45) CCc1ccccc1N(CC(=O)O)S(C)(=O)=O

assay / compound	41	42	43	44	45
PAX8 reporter	4	-102	.	13	15
INS-1E GSIS act	-4	-11	-1	0	.
miR122 inh	.	.	-2[16.7 µM]	.	2
F508del corr	0.7	1.8	1.4	1.9	.
FN deposition inh	.	0	-153	4	3
EWS-Fli block	3	-82	9	1	.
DENV2 CPE	-3	1	-10	6	.

(46) COc1ccc(NC(=O)C2Cc3c(-c4ccc5c(c4)OCO5)ccnc3O2)cc1OC (stereo not drawn)
(47) CC(NC(=O)C12CC3CC(C)(CC(C)(C3)C1)C2)c1ccncc1 (stereo not drawn)
(48) O=C(CNCC1CCCO1)Nc1ccccc1N1CCCCCC1 (stereo not drawn)
(49) C[C@H]1CN([C@@H](C)CO)S(=O)(=O)c2ccc(-c3cccc(C#N)c3)cc2O[C@@H]1CN(C)C(=O)c1ccc(F)cc1
(50) CCN(CC)C(=O)C1=C(C)N(CCC2=CCCCC2)C(=O)C(CC(=O)NCCCN(C)C)C1 (stereo not drawn)

assay / compound	46	47	48	49	50
PAX8 reporter	39	0	-2	.	2
INS-1E GSIS act	.	-1	.	-28	4
miR122 inh	-18	-1	-2	10[16.7 µM]	-3
F508del corr	0.8	-2.0	.	-0.2	1.6
FN deposition inh	4	-12	5	.	2
EWS-Fli block	24	-8	.	1	-4
DENV2 CPE	1	2	.	-3	0

Record cards, as listed above. Order of screens: PAX8 reporter	INS-1E GSIS act	miR122 inh	F508del corr	FN deposition inh	EWS-Fli block	DENV2 CPE
`COc1ccccc1NS(=O)(=O)c1cc(NC(=O)CCNC(C)=O)ccc1C` across the screens: 3	9	5	1.5	-6	1	-1
`CCc1ccc(NC(=O)Cn2nc(C(F)(F)F)c3c2CCC3)cc1` across the screens: 2	.	-6	.	7	.	.
`C[C@H](NC(=O)C[C@H]1CC[C@@H]2[C@H](COC[C@@H](O)CN2C)O1)c1ccccc1` across the screens: -1	7	-1[16.7 µM]	0.2	3	1	0
`CC(NC(=O)C12CC3CC(C)(CC(C)(C3)C1)C2)c1ccncc1` (stereo not drawn) across the screens: 0	-1	-1	-2.0	-12	-8	2

The listing continues.
(51) C[C@@H](O)C#Cc1ccc([C@H]2[C@@H](CO)N3CCCCN(C(=O)Nc4ccccc4)C[C@@H]23)cc1
(52) COc1ccccc1NC(=O)N1CC(=O)N2[C@H](CO)[C@@H](c3ccc(-c4ccc(F)cc4)cc3)[C@@H]2C1
(53) CC(C)(C)OC(=O)NCCc1nnc(SCc2ccc(Cl)cc2Cl)o1
(54) COc1ccc(-c2ccc3c(c2)[C@@H]2C[C@H](N(C)C(=O)C(C)(C)C)[C@H]([C@H](C)O)C(=O)N2CC3)cc1
(55) COc1ccc(C)cc1NS(=O)(=O)c1cc(C)ccc1C
(56) NC(=O)NC(=O)CSc1nnc(-c2ccco2)n1Cc1ccccc1

assay / compound	51	52	53	54	55	56
PAX8 reporter	-22	52	-4	21	.	-17
INS-1E GSIS act	0	-17	.	-2	-10	.
miR122 inh	10[16.7 µM]	.	-4	-3	87	-3
F508del corr	0.1	2.7	.	3.9	.	.
FN deposition inh	.	.	1	4	3	9
EWS-Fli block	3	-4	.	4	.	.
DENV2 CPE	3	-8	.	129*	.	.
